HttQ103 aggreg = reduces HttQ103-GFP aggregates in PC12 cells. PC12 HttQ103-GFP aggregates, Acumen cytometry, 40 h. Potency, µM (titrated, usually from 46.1 µM), inactives show top-dose activity change, negative = inhibition, actives largely listed as inhibitors. 220,000 tested, 1.1% active; note: potency is the fitted concentration of half-maximal effect; % is set by controls: 0 for no effect and ±100 for the full control effect; nearly all actives have a fitted effect of over 60% in size
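Read-out: GFP aggregate count by laser scanning cytometer (488 nm excitation, 500-530 nm emission, 1–25 µm objects >6 SD above background). Cells: PC12, inducible HTTex1-Q103-GFP, 100 nM tebufenozide; compounds titrated.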
IMPase Li cell = membrane-permeable IMPase blocker, potentiated with lithium. CHO-M1 cells, IP1 TR-FRET (IP-One), carbachol + lithium. Potency, µM (titrated, usually from 59.4 µM), for the others: at the highest dose activity, negative = IMPase inhibition, usual class: inhibitors. 210,000 tested, 0.35% active;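 note: IP1 builds up when IMPase is blocked and the TR-FRET signal falls; potency is the fitted concentration of half-maximal effect; plate controls were basal vehicle for no effect and high inhibitor control for full effect; nearly all actives have a fitted effect of over 50% in size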
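Concentration–response in CHO-M1 cells, lithium-potentiated; 30 min at 37C. IP1 detected by competitive TR-FRET after 10 min lysis at RT. Hill-fitted AC50.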
Epigenetic reg = epigenetic control regulation, reporter derepression; murine LDR cells, GFP reporter derepression, 30 h; Potency, µM (top dose mostly 53.9 µM), for inactives: top-dose GFP activation, actives largely listed as activators; 280,000 tested, 0.2% active; note: potency is the fitted concentration of half-maximal effect; % of control where 0% means no effect; nearly all actives have a fitted effect of over 60% in size
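GFP-positive cell count by laser-scanning cytometry (objects 20–120 um) after 30 h, 37 C compound exposure of murine LDR cells; reporter is CMV-GFP integrated at a silenced locus, inducible by HDAC or DNMT inhibitors.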
KinaseGlo FLuc = counter-screen: inhibitors of Kinase-Glo firefly luciferase. Q27757. Kinase-Glo luciferase, ATP luminescence, 8 min. Potency, µM (series often up to 38.3 µM), inactives show top-dose activity change, negative = inhibition, actives largely listed as inhibitors. 200,000 tested, 0.28% active. AID 1379; note: potency is the fitted concentration of half-maximal effect; % is set by controls: 0 for no effect and ±100 for the full control effect; nearly all actives have a fitted effect of over 60% in size
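Substrate mix (final 50 mM imidazole pH 7.2, 50 mM KCl, 7 mM MgCl2, 10 uM ATP, 0.01% Tween 20, 0.05% BSA) plus pin-tool compound, then Kinase-Glo detection mix; 8 min ambient, luminescence read.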
NPSR antagonist = blocks cAMP signaling of the human neuropeptide S receptor; CHO-NPSR cells, cAMP TR-FRET, antagonist mode; 220,000 tested, 1% active; Potency, µM (titrated, usually from 38.3 µM), for inactives: top-dose activity change, negative = inhibition, actives largely listed as inhibitors; Q6W5P4; note: potency is the fitted concentration of half-maximal effect; % is set by controls: 0 for no effect and ±100 for the full control effect; nearly all actives have a fitted effect of over 50% in size; many of its hits are not listed in these tables
Target sequence (Q6W5P4 whole entry, looked up): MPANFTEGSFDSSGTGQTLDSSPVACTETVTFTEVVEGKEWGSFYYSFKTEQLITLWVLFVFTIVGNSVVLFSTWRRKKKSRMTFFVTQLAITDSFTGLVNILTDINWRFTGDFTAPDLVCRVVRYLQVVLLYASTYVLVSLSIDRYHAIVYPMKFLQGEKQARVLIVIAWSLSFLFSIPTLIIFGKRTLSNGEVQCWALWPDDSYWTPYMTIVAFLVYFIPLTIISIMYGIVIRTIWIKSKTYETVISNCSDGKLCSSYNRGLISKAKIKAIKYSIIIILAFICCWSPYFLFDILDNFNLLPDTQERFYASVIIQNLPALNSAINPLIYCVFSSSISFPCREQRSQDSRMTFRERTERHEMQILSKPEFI
CBFb RUNX1 block = CBF-beta/RUNX1 interaction disruption | Q01196+Q13951 | AlphaScreen CBFb-His/RUNX1-biotin binding, biochemical | Potency, µM (titrated, usually from 59.8 µM), without a hit: at the highest dose activity, negative = inhibition, most hits filed as inhibitors | 230,000 tested, under 10 active; note: % of control where 0% means no effect
Target sequence (Q01196 whole entry, looked up): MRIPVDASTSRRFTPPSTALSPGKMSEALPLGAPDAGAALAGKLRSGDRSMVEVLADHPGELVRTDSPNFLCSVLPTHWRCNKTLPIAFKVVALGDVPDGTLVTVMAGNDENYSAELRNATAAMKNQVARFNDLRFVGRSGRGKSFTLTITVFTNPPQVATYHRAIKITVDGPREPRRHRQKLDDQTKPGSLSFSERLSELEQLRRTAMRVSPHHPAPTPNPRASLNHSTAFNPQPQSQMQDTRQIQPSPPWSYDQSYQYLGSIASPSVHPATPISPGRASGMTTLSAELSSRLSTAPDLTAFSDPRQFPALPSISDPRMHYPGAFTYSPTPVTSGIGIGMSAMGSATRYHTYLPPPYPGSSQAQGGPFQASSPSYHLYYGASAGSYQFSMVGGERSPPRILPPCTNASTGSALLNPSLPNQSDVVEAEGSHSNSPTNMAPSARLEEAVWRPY
Target sequence (Q13951 whole entry, looked up): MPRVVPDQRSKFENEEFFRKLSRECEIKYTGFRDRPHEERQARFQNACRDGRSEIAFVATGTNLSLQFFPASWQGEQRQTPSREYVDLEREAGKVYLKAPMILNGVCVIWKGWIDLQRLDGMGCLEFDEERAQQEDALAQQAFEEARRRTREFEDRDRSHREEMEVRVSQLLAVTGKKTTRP
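CBFb-His/RUNX1-biotin, 30 nM each, preincubated 20 min RT; compound 15 min RT; Ni + streptavidin beads 50 ng each, 90 min RT; AlphaScreen read.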
L3MBTL1 inh = inhibitors of human L3MBTL1 | Q9Y468 | AlphaScreen L3MBTL1–H3K9me1 peptide binding | Potency, µM (top dose mostly 57.1 µM), inactives show top-dose activity, negative = inhibition, usual class: inhibitors | 230,000 tested, 0.66% active | AID 485360; note: potency is the fitted concentration of half-maximal effect; % is set by controls: 0 for no effect and ±100 for the full control effect; nearly all actives have a fitted effect of over 60% in size
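L3MBTL1 (50 nM) pre-complexed 30 min with biotinylated H3(1-15)K9me1 peptide (75 nM), then compounds added for 30 min at room temperature; AlphaScreen streptavidin donor/nickel chelate acceptor beads (10 ug/mL final) read after 30 min dark incubation.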
* marks the source's active call; other numbers are inactive results; ? = inconclusive; / = not tested or not shown; [ ] = dose if it differs, or a comment. Calls come from the whole dose curve; as a rule, active = well fitted curve in the direction sought with a large enough effect; inconclusive = small, poorly fitted or top-dose-only effect, or another doubt; inactive = no such curve, though single readings can be large; an effect the other way counts as inactive or inconclusive. Not all compounds are listed. The share of hits here may be higher or lower than overall.

SMILES	HttQ103 aggreg	IMPase Li cell	Epigenetic reg	KinaseGlo FLuc	NPSR antagonist	CBFb RUNX1 block	L3MBTL1 inh
CC(C)NC(=O)NC(=O)COc1ncnc2sccc12	-18.3%	11.0%	1.8%	0.0%	22.7%[46.1 µM]	-25.6%	5.7%
Cc1ccc(N(C)C(=O)c2ccc3c(Cl)c4c(nc3c2)CCC4)cc1C	-5.1%	4.6%	0.3%	-2.1%	-28.5%	10.5%[2.36 µM]	-2.0%
NC(=O)C(c1ncc(C(F)(F)F)cc1Cl)c1c(Cl)cccc1Cl (stereo unspecified)	11.9%	-21.0%[38.3 µM]	?	-1.9%	-12.7%[46.1 µM]	-1.3%	2.6%
c1ccc(CN2CCN(CCCNc3ccc4nnc(-c5ccccc5)n4n3)CC2)cc1	2.8%	18.2%	-1.0%	0.9%	3.6%	-4.3%	-4.2%
Cc1ccc2cc(CN(CC3CCCO3)C(=S)Nc3ccccc3)c(=O)[nH]c2c1C (stereo unspecified)	?	-0.2%	2.3%	0.1%	-27.6%[46.1 µM]	-10.1%	-13.0%
O=S(=O)(Nc1ncccn1)c1ccc(NC(=S)NCCc2ccccc2)cc1	-2.4%	-3.4%	0.1%	-2.1%	14.4%	4.0%	/
Cc1[nH]c2ccc(F)cc2c1CCN(Cc1cccnc1)C(=S)Nc1ccccc1	-0.4%	15.3%	-2.6%	12.0%	-57.8%	-3.4%	/
COc1cccc(NC(=O)Cn2c(=O)n(CCCC(=O)NCc3ccco3)c(=O)c3ccccc32)c1	7.4%	15.0%[38.3 µM]	1.0%	2.0%	-10.1%[46.1 µM]	-4.7%	-20.5%[11.4 µM]
Cn1c(SCc2ccccc2Cl)nc2ccccc21	12.5%[9.22 µM]	-6.3%[38.3 µM]	-7.8%	-25.9%	-14.8%[46.1 µM]	11.7%	/
CNCc1ccccc1Sc1ccc(OC)c(OC)c1	-5.4%	5.6%[38.3 µM]	-1.7%	-2.1%	-4.0%[46.1 µM]	2.3%	-2.2%
CCc1cccc(C)c1NC(=O)CNCc1ccccc1	?	/	2.6%	/	-8.1%[46.1 µM]	2.4%	26.1%
CC(=O)CSc1nc2ccccc2s1	12.8%	-2.2%[38.3 µM]	0.9%	0.3%	-2.1%[46.1 µM]	-2.0%	5.3%
CCCCN1C(=O)C(NC(=O)C2CC2)(C(F)(F)F)C2=C1CC(C)(C)CC2=O (stereo unspecified)	6.7%	-7.8%[38.3 µM]	-2.3%	0.2%	-3.9%[46.1 µM]	0.6%	1.9%
CCOc1ccc(NC(=O)c2ccccc2NS(=O)(=O)c2ccc(F)cc2)c([N+](=O)[O-])c1	11.2µM*	18.2%	0.0%	-0.5%	-1.7%	?	-12.3%
COc1ccc(/C=C/C(=O)NCCCc2ccccc2)cc1OC	-4.2%	7.5%	-0.9%	-2.5%	-3.4%	1.9%	3.1%
O=S(=O)(c1ccc(Oc2ccc(Br)cc2F)nc1)N1CCCCC1	?	-6.1%[38.3 µM]	8.1%	-6.2%	-23.1%[46.1 µM]	23.1%	16.2%
NC(=O)c1c(N)sc2c1CCC2	-18.0%[9.22 µM]	1.1%	-0.2%	/	7.1%	15.4%	-1.4%
CN(C)C(C)(C)C#CCCCCC#CC(C)(C)N(C)C	-2.5%	-3.6%	-1.0%	-0.7%	5.0%[46.1 µM]	5.9%	6.4%
CCN(CC)S(=O)(=O)c1ccc2c(c1)nc(SC(C)C(N)=O)n2-c1ccc(OC)cc1 (stereo unspecified)	-4.9%	45.4%[activator][38.3 µM]	0.9%	-0.7%	?	5.5%	/
O=C(CN1CCCN(S(=O)(=O)c2ccc(F)cc2)CC1)Nc1ccccc1Br	0.8%	5.1%	2.4%	1.5%	-19.3%[46.1 µM]	17.5%	0.5%
N#Cc1nc(COc2ccc(F)cc2)oc1N1CCCC1	-11.4%	32.5%[38.3 µM]	0.0%	1.8%	-25.7%[46.1 µM]	-8.9%	/
Cc1nc([N+](=O)[O-])c(SCC(N)=O)n1Cc1ccccc1	7.8%[9.22 µM]	1.7%	-3.9%	-1.3%	-9.0%	-0.9%	4.2%
CC(C)N1CCN(Cc2ccc3nsnc3c2)CC1CCO (stereo unspecified)	10.5%[9.22 µM]	13.2%	5.4%	-0.4%	-5.3%	3.3%	7.0%
Cc1cc2c(c(=O)o1)C(CCC1CCCCC1)C(C#N)=C(N)O2 (stereo unspecified)	4.3%[9.22 µM]	/	-5.6%	/	-6.9%	1.5%	-0.1%
Nc1nccc(-c2ccc(-n3cnc4ccccc43)cc2)n1	?	12.0%	-2.7%	-0.5%	-8.5%	11.9%	/
Remaining list, next part
SMILES	HttQ103 aggreg	IMPase Li cell	Epigenetic reg	KinaseGlo FLuc	NPSR antagonist	CBFb RUNX1 block	L3MBTL1 inh
CSc1ccc(NC(=O)/C=C/C(=O)O)cc1	11.4%[9.22 µM]	/	1.1%	/	-10.5%	-4.5%	-9.5%
CCC(=O)Nc1ccc(C(=O)Nc2cccc(OC)c2)cc1	0.6%	30.6%[activator][38.3 µM]	2.2%	-11.6%	-19.2%[46.1 µM]	-7.2%	/
CC(C(=O)NC1C(=O)N2C(C(=O)O)=C(CSc3nnnn3C)CSC12)n1cc(Cl)cn1 (stereo unspecified)	21.3%	-6.5%	-2.4%	-1.5%	18.6%	-11.5%	/
c1ccc(Nc2cccc(Nc3ccccc3)n2)cc1	-1.8%	27.8%[38.3 µM]	-1.8%	-1.3%	1.3%[46.1 µM]	-21.5%	/
O=C(NC1CC1)c1ccc2c(c1)NC(=O)c1ccccc1S2	-19.3%	-8.5%[38.3 µM]	-0.2%	-0.3%	-12.4%[46.1 µM]	2.5%	/
COc1ccc(CCNC(=O)CCn2c(=O)c3ccccc3n(CC(=O)NCC3CCCO3)c2=O)cc1OC (stereo unspecified)	0.8%	-5.0%	-2.0%	0.3%	8.8%	4.0%	/
CCOc1ccc(/C=N/OCC(=O)NCc2ccc3c(c2)OCO3)cc1OC	?	/	-0.9%	/	10.0%[46.1 µM]	2.3%	4.4%
O=C(OCc1nnc(-c2ccccc2)o1)c1cc([N+](=O)[O-])ccc1Cl	20.1%	1.6%	-3.2%	0.0%	5.6%	-1.0%	3.1%
Cc1cccc(-c2nc3ccccc3c(=O)n2NC(=O)c2cccs2)c1	7.3%	1.0%	-1.0%	-4.3%	13.4%	1.5%	-0.1%
COc1ccc(-n2c(C)cc(C(=O)NC3CCCCC3)c2C)cc1	-16.7%	4.7%[38.3 µM]	-1.1%	-5.4%	?	-19.5%	-19.5%
Cn1c(=O)c2cc(NCc3ccccc3)nnc2n(C)c1=O	15.1%	23.9%[38.3 µM]	7.9%	12.4%	-7.9%[46.1 µM]	-2.4%	-21.0%
CCCc1cc2c(c(NC(C)=O)n1)c(=O)oc1ccccc12	-15.1%	-5.1%	-2.0%	4.6%	?	9.8%	3.0%
Cc1ccc2c(c1)Oc1ccc(NC(=O)CCCl)cc1C(=O)N2	7.4%	-3.2%	0.5%	-0.5%	-8.3%	-3.9%	-17.9%
Cc1ccc(NS(=O)(=O)N(C)C)cc1	-12.0%	-15.1%	0.1%	2.1%	2.3%[46.1 µM]	-1.5%	-7.8%
COc1ccc(NC(=O)CC2C(=O)N(C)C(=S)N2Cc2ccc3c(c2)OCO3)cc1 (stereo unspecified)	?	-0.8%	0.0%	-2.2%	3.2%	-1.5%	0.6%
COc1ccc(C(O)P(=O)(OC(C)C)OC(C)C)c(OC)c1 (stereo unspecified)	-11.9%[9.22 µM]	/	-1.3%	/	-8.9%	13.9%	9.5%
Oc1ccccc1-c1nc2cnccn2c1Nc1ccc2c(c1)OCCO2	-2.4%	35.8%[activator][38.3 µM]	-1.0%	-4.6%	-15.9%[46.1 µM]	?	/
O=S(=O)(NCCc1cn2ccccc2n1)c1cccs1	?	16.8%[38.3 µM]	0.0%	-1.1%	-4.5%[46.1 µM]	1.3%	-4.1%
O=C(O)c1ccccc1C(=O)c1ccc2c(c1)N(Cc1cccc(F)c1)C(=O)CO2	20.6%	18.1%	-1.3%	1.7%	-10.8%	-8.2%	-9.6%
CCc1[nH]c(=O)c(C#N)c2c1COC(C)(C)C2	5.4%	11.3%[38.3 µM]	0.2%	-1.2%	-0.6%[46.1 µM]	-3.3%	/
CC(C)CC1(C(=O)O)C=CCN1C(=O)c1ccccc1 (stereo unspecified)	/	-7.8%	1.0%	-2.9%	/	5.8%	/
Cc1cc(C)c2oc(C(=O)Nc3nnc(C(C)C)s3)cc(=O)c2c1	27.1%	1.0%	-1.9%	2.7%	-13.6%	4.8%	4.6%

A stretch of the results above, as a working copy:
SMILES	HttQ103 aggreg	IMPase Li cell	Epigenetic reg	KinaseGlo FLuc	NPSR antagonist	CBFb RUNX1 block	L3MBTL1 inh
O=S(=O)(NCCc1cn2ccccc2n1)c1cccs1	?	16.8%[38.3 µM]	0.0%	-1.1%	-4.5%[46.1 µM]	1.3%	-4.1%
O=C(O)c1ccccc1C(=O)c1ccc2c(c1)N(Cc1cccc(F)c1)C(=O)CO2	20.6%	18.1%	-1.3%	1.7%	-10.8%	-8.2%	-9.6%
CCc1[nH]c(=O)c(C#N)c2c1COC(C)(C)C2	5.4%	11.3%[38.3 µM]	0.2%	-1.2%	-0.6%[46.1 µM]	-3.3%	/
CC(C)CC1(C(=O)O)C=CCN1C(=O)c1ccccc1 (stereo unspecified)	/	-7.8%	1.0%	-2.9%	/	5.8%	/
Cc1cc(C)c2oc(C(=O)Nc3nnc(C(C)C)s3)cc(=O)c2c1	27.1%	1.0%	-1.9%	2.7%	-13.6%	4.8%	4.6%

Bioassay records (PubChem)
